Screening data as filed in PubChem.
Fam108B counter = mouse Fam108B serine hydrolase inhibitors, primary screen, counter-screen for RBBP9 inhibitor project, biochemical, fluorescence polarization | recombinant Fam108B, FP-Rh probe fluorescence polarization | inhibition, % at 9.51 µM | actives 0.33% (n = 300,000);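 active = inhibition above the screen mean inhibition plus 3 SD, computed separately per campaign, cut at about 18% in these data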;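 note: inhibitors lower polarization as less probe binds the enzyme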
MEX-5 binding = MEX-5 zinc finger RNA-binding disruptors – biochemical, C. elegans, fluorescence polarization, MLPCN library, primary screen; MEX-5/FITC-TCR2 RNA binding; active compounds read low; activity score (negative = inhibition of binding), % at 10 µM; actives 0.38% (n = 300,000);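 active = inhibition past about -25% in most replicates, and total fluorescence under double the plate's negative control median, limit read from the data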;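 note: 0% = DMSO and -100% = 5 µM competing unlabeled TCR2 RNA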
GLD-1 TGE inh = GLD-1/TGE RNA complex disruptors, primary screen, biochemical, fluorescence polarization; inhibition, % at 5.96 µM; actives 0.44% (n = 320,000); purified GLD-1 + fluorescein TGE RNA; Female germline-specific tumor suppressor gld-1 (Caenorhabditis elegans), Q17339; AID 2280, 2010;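 active = percent inhibition above a per-plate cutoff, the plate mean of test compounds plus 3 SD, cut at about 30% in these data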;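 note: 0% = DMSO wells with GLD-1 and probe and 100% = wells lacking GLD-1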
GRK2 inh = compounds blocking aptamer binding on GRK2 – biochemical, human GRK2, bead flow cytometry, HTS, primary screen | FAM-aptamer displacement from GRK2 | inhibition of aptamer binding, % at 10 µM | AID 488847, 2010 | actives 0.59% (n = 330,000) | Beta-adrenergic receptor kinase 1 (Homo sapiens), P25098;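 active = inhibition of aptamer binding above 40%, roughly 3 SD of noise, on plates passing a quality check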;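 note: median bead fluorescence of bound FAM aptamer so fluorescent compounds give negative values; no value below 0 was filed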
Target sequence (P25098 whole entry, looked up): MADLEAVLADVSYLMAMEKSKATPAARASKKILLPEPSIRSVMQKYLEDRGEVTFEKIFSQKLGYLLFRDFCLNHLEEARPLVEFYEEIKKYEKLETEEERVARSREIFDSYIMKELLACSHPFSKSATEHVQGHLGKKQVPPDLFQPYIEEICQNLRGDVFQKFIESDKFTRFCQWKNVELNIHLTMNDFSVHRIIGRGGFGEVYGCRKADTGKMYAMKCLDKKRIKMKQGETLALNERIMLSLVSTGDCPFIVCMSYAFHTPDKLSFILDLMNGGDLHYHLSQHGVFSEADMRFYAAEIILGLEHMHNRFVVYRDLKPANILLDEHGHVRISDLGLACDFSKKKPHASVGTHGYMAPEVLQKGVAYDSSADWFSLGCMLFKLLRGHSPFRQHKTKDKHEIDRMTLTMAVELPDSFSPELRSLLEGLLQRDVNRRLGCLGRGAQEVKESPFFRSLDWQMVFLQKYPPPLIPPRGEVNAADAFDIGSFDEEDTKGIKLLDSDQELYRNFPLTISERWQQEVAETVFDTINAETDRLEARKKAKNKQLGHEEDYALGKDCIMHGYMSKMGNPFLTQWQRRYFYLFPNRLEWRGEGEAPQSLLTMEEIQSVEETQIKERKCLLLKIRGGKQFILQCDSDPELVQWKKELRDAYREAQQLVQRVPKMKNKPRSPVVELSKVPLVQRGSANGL
AGP1-GFP MLPCN = modulators of AGP1-GFP expression in yeast TOR pathway, primary screen, cell-based, multiplex flow cytometry, S. cerevisiae, MLPCN library. 3 h; GFP as percent of DMSO wells. GFP response vs DMSO, % at 10 µM. actives 0.02% (n = 320,000);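 active = GFP response relative to DMSO above a set limit, near screen average plus 3 SD, cut at about 150% in these data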;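 note: median GFP channel fluorescence of the gated AGP1 strain per well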
MCL1-BIM inh = inhibitors of MCL1 binding to BIM-BH3, primary screen, biochemical, fluorescence polarization. Induced myeloid leukemia cell differentiation protein Mcl-1 (Homo sapiens), Q07820. GST-MCL1 / FITC-Bim-BH3 fluorescence polarization. inhibition, % at 10.9 µM. actives 0.68% (n = 320,000). AID 2057, 2009;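 active = inhibition above the mean inhibition of all tested compounds plus 3 SD, set per campaign, cut at about 40% in these data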;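 note: 0% = DMSO wells and 100% = unlabeled Bim-BH3 peptide control; higher means more loss of mP so more displacement of Bim peptide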
BCLXL inh = inhibitors of human Bcl-xL, primary screen, biochemical, fluorescence polarization, HTS | inhibition, % at 10.9 µM | actives 0.7% (n = 320,000) | Bcl-2-like protein 1 (Homo sapiens), Q07817 | GST-Bcl-xL / FITC-Bim BH3 peptide fluorescence polarization | AID 2129, 2009;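 active = inhibition above the mean of all tested compounds plus 3 SD, cutoff set per campaign, cut at about 30% in these data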;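 note: 0% = DMSO wells and 100% = unlabeled Bim-BH3 peptide competitor; inhibitors lower millipolarization by displacing the labeled peptide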
Target sequence (Q07817 whole entry, looked up): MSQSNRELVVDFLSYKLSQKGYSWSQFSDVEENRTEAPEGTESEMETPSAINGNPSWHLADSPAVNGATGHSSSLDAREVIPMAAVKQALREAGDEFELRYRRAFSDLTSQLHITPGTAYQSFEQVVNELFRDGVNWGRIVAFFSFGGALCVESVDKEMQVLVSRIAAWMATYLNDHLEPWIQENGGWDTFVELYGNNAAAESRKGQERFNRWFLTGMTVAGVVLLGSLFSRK
VLA-4 inh = inhibition in human VLA-4 binding assay, primary screen, VLA-4 allosteric modulator project, MLPCN library, flow cytometry, VLA-4 expressing cells | ligand binding flow cytometry | actives 0.2% (n = 330,000) | AID 2557, 2010 | inhibition, % (about 7 µM as worked out from the volumes in the protocol); in the data active = inhibition above about 50%
CIT2-GFP yeast = modulators of CIT2-GFP expression in yeast, primary screen, S. cerevisiae, GFP fusion, multiplex flow cytometry, MLPCN library; AID 2029, 2009; actives 0.065% (n = 320,000); GFP response vs DMSO, % at 10 µM; S. cerevisiae CIT2-GFP strain, 3 h; 100 means same as DMSO wells;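 active = GFP response relative to DMSO above a set limit, near the screen mean plus 3 SD, cut at about 150% in these data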;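 note: ratio of well median GFP fluorescence to mean of DMSO wells on the plate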
* marks the source's active call; other numbers are inactive results; / = not tested or not shown.

Molecule	Fam108B counter	MEX-5 binding	GLD-1 TGE inh	GRK2 inh	AGP1-GFP MLPCN	MCL1-BIM inh	BCLXL inh	VLA-4 inh	CIT2-GFP yeast
CC(CNC(=O)Cn1ccc2cc(S(=O)(=O)N3CCCC3)ccc21)c1ccccc1 (centres undefined)	-1	-1.2	0	0	101	-3	-4	7	109
COC(=O)c1ccc(CNC(=O)COC(=O)c2cc(Cl)ccc2O)cc1	/	/	-1	0	94	/	/	1	98
Fc1cccc(NC(=S)N2CCN(c3ccccn3)CC2)c1	-1	1.6	0	0	108	7	1	2	118
COc1ccccc1NS(=O)(=O)c1cc(NC(=O)CN2C(=O)NC3(CCCC3)C2=O)ccc1C	2	1.2	-3	1	89	7	10	5	98
COc1ccc(SCCc2ccncc2)cc1	-3	-1.4	-1	0	101	2	3	2	108
Cc1ccc(NC(=O)NCC2CC2(Cl)Cl)cc1 (centres undefined)	1	1.6	2	0	89	6	5	-7	92
COc1ccc(C)cc1NC(=O)c1cccc(C(=O)Nc2cc(C)ccc2OC)c1	-7	1.7	0	/	105	6	2	5	109
CCOc1ccc(C(=O)NC2CCN(C(=O)N3CCCC3)CC2)cc1	-1	1.2	2	0	/	4	3	11	108
Cc1cc(C)c(NC(=O)CN(C)C(=O)c2ccc(OCc3ccccc3)cc2)c(C)c1	/	/	0	0	98	6	5	-16	95
CCCOc1ccc2cc(-c3ccccn3)c(=O)oc2c1	4	-3.0	5	2	94	5	4	-2	97
COc1ccc(CCN2C(=O)C(Oc3ccccc3C)C2c2ccc3c(c2)OCO3)cc1 (centres undefined)	-1	1.3	-3	0	96	1	1	3	97
Cn1c(=O)c(=O)n(C)c2cc(S(=O)(=O)N3CCC(Cc4ccccc4)CC3)ccc21	-2	0.6	0	2	97	-4	-3	4	96
Cc1ccc(OCCOc2ccc(Cl)cc2Cl)c([N+](=O)[O-])n1	-3	-0.5	4	2	99	-7	2	27	98
CC1(C)OC(=O)N(CCC(=O)Nc2cccc(F)c2)C1(C)O (centres undefined)	-2	-4.9	5	2	100	7	2	-1	103
COc1ccc(F)c(CN2CCN(CCc3ccccc3)C(CCO)C2)c1 (centres undefined)	3	0.8	-10	1	107	5	-3	32	109
c1ccc(NCc2ccncc2)cc1	1	11	8	0	115	9	5	17	108
CC(C)C(=O)N1CCN(c2ccccc2NC(=S)NC(=O)c2ccco2)CC1	-2	-1.8	-2	0	93	5	4	-6	99
COc1ccc(Cn2c(C)nc3ccc([N+](=O)[O-])cc3c2=O)cc1	1	-0.7	-4	0	94	-23	-10	-8	95
COc1ccc2nc3oc(C(=O)NCc4cccs4)cc3cc2c1	-3	1.3	1	5	103	-18	-8	-14	98
CCCC1=C(C(=O)OCC)C(c2c(C)nn(-c3ccccc3)c2Cl)C(C#N)=C(N)O1 (centres undefined)	-6	0.3	10	1	98	7	5	-17	97
COc1cccc(NC(=O)C2COc3ccccc3O2)c1 (centres undefined)	-6	2.0	4	3	91	13	4	13	97
CCOc1ccc(C2C3=C(CC(C)(C)CC3=O)N(CC(=O)O)C3=C2C(=O)CC(C)(C)C3)cc1OCC	0	-1.1	6	1	100	-3	10	6	101
COC(=O)c1ccc(NC(=O)c2ccc3c(c2)NC(=O)C2CCCN32)cc1 (centres undefined)	/	/	-4	5	97	-11	-1	-4	93
CCOC(=O)N1CCN(S(=O)(=O)c2ccc3[nH]c(=O)oc3c2)CC1	-2	1.3	4	2	109	-5	2	1	105
CCn1c(=O)c2sccc2n(CC(=O)NC2CCCCC2)c1=O	5	0.3	5	1	101	-1	-3	5	101
CCn1cc(CN2CCC(n3nccc3NC(=O)CCCc3ccccc3)CC2)c(C)n1	-1	-0.9	3	1	101	-3	1	19	99
COc1ccccc1CNC(=O)CN(C)S(=O)(=O)c1ccc2c(c1)c(=O)n(C)c(=O)n2C	1	-0.7	-2	1	98	4	8	5	100
COc1ccccc1CN(C)CC(=O)Nc1cccc2ccccc12	1	-0.6	-1	1	100	-11	-2	-6	110
COc1cccc(C(=O)OCC(=O)Nc2sc3c(c2C(N)=O)CCC3)c1O	/	/	-5	5	104	50*	21	1	104
NS(=O)(=O)c1ccc2nc(NC(=O)c3ccc4ncsc4c3)sc2c1	-1	-1.2	0	2	92	5	0	1	107
COc1ccccc1/C=C/C=N/NC(=O)Cc1cccs1	5	-1.6	6	0	97	0	5	0	93
O=C(c1ccncc1)N1CCN(S(=O)(=O)c2cccc(F)c2)CC1	0	2.2	0	4	99	-25	-1	-7	106
COc1cc(OC)cc(-c2nnc(SCC(=O)N3c4ccccc4Sc4ccccc43)o2)c1	5	-3.5	-9	2	95	-9	0	3	91
O=C(O)c1ccc(NS(=O)(=O)c2ccc(Cl)c(C(=O)Nc3ccccc3[N+](=O)[O-])c2)cc1	-3	1.2	3	5	101	5	8	10	102
Cc1ccc(C(=O)NCCn2cc(SCC(=O)Nc3nnc(C)s3)c3ccccc32)cc1	-1	-0.6	3	0	97	1	6	19	99
CC(C)OC(=O)C(CC(=O)O)N1CCOCC1 (centres undefined)	-5	2.0	-2	0	95	0	2	7	101
CC1CCCN(c2cc3c(cc2[N+](=O)[O-])C(=O)N(c2ccccc2)C3=O)C1 (centres undefined)	-3	0.9	0	0	93	-5	3	12	97
Cc1cc(C(=O)CSc2nnnn2-c2ccc(Cl)cc2)c(C)n1CC1CCCO1 (centres undefined)	-2	0.8	-1	3	103	0	1	0	99
COCCn1cnnc1SCC(=O)Nc1sccc1C(N)=O	-3	-2.1	4	1	103	6	-1	-2	100
CC(=O)c1cccc(NC(=O)CC(C)n2ccnc2)c1 (centres undefined)	1	-1.4	-2	4	102	0	0	8	99
COCCNC(=O)CN1C(=O)NC2(CCOc3ccccc32)C1=O (centres undefined)	1	0.7	1	0	103	2	-3	-5	124
O=C(COc1cc(F)ccc1[N+](=O)[O-])N1N=C(c2cccs2)CC1c1ccco1 (centres undefined)	/	/	-1	1	107	5	4	-43	103
CCOc1cc(S(=O)(=O)NCc2ccccc2)ccc1Br	2	0.5	-4	2	100	4	3	4	104
Cc1ccc(Cn2nc(C)c(NC(=O)CCCn3nc([N+](=O)[O-])c(Cl)c3C)c2C)cc1	-1	-0.6	-10	1	115	6	11	-2	105
Cn1nc(-c2ccc(C(=O)N3CCN(CCO)CC3)cc2)c2ccccc2c1=O	-3	3.2	5	14	107	4	0	0	108
COc1ccc(N2CCN(C(=O)c3ccc(CS(=O)c4cccc(C)c4)o3)CC2)cc1 (centres undefined)	1	0.9	2	0	103	0	-4	0	105
CCOCc1nc(N)[nH]c(=O)c1Cc1ccc(OC(C)C)cc1	1	-0.7	5	7	75	1	-1	-5	115
Cc1ccc(NC(=O)CSc2nnc(C3COc4ccccc4O3)o2)c(Cl)c1 (centres undefined)	-4	0.2	-1	1	104	-1	0	-3	101
CN1CCN(C(c2cccc(Cl)c2)c2ccccc2Cl)CC1 (centres undefined)	6	1.6	6	0	100	-2	-1	26	104
Cc1ccc(NC(=O)c2ncn[nH]2)cc1	-1	2.0	2	5	91	-10	-5	11	96
CCCC(=O)NCCCCNC(=O)CCC	-2	-0.5	6	3	/	1	2	2	86
O=C(Cn1ncc2c([nH]c3ccccc32)c1=O)Nc1ccc(CN2CCCCC2)cc1	-3	0.7	0	0	102	-1	3	1	107
O=C(O)c1ccc(Nc2nc(-c3ccccc3)cs2)cc1	3	1.6	2	2	86	4	2	-1	95
CC(=O)Nc1ccc(SC[C@H](CC(C)C)N2CCN(CCc3ccccc3)CCC2=O)cc1	2	0.1	-1	1	76	8	4	-2	64
O=C(O)C1CC=CCC1C(=O)NCCc1cccc(Cl)c1 (centres undefined)	5	-1.0	3	2	102	4	6	7	105
CCOC(=O)c1ccc(N2CCOCC2)c(NC(=O)c2c(-c3ccccc3)noc2C)c1	5	-0.4	8	4	104	11	9	1	98
CC(C)NC(=O)N(C)C[C@H]1Oc2ccc(NC(=O)Cn3cnnn3)cc2C(=O)N([C@H](C)CO)C[C@@H]1C	/	/	1	0	95	/	/	-14	97
CCN(CC)S(=O)(=O)c1ccc(-c2csc(C)n2)s1	2	-0.1	3	1	98	2	10	6	89
O=C(CC1NCCc2ccccc21)Nc1ccc(Oc2ccccc2)cc1 (centres undefined)	-2	1.8	-1	0	89	4	-2	8	96
Cc1ccc(NC(=O)CC2NCCN(Cc3ccccc3)C2=O)cc1 (centres undefined)	1	-1.5	6	0	100	4	0	-6	94

Carrying on.
Molecule	Fam108B counter	MEX-5 binding	GLD-1 TGE inh	GRK2 inh	AGP1-GFP MLPCN	MCL1-BIM inh	BCLXL inh	VLA-4 inh	CIT2-GFP yeast
C=CCSc1nc2ccccc2n1S(=O)(=O)c1ccc(Cl)cc1	2	0.2	-6	2	89	-6	4	1	94
CCCc1c(NC(=O)Nc2ccc(F)cc2)cnn1-c1ccccc1	4	-2.0	1	0	106	-4	2	10	99
CC(C)OC(=O)CC1=NC(=O)CS1	4	-1.0	-7	0	110	-7	-7	-4	106
Cc1ccccc1C(=O)Nc1cc(NC(=O)c2ccccc2C)cc(C(=O)O)c1	-5	-1.1	-4	2	102	14	5	3	103
Cc1cc(NC(=O)c2cncc(Br)c2)no1	-4	-3.1	9	0	98	17	8	2	98
CCn1c2ccccc2c2cc(C3N=C(N)Nc4nc5ccccc5n43)ccc21 (centres undefined)	7	0.4	-2	3	98	7	8	7	/
COc1cccc(C(c2nnnn2Cc2ccc(F)cc2)N2CCC(C(N)=O)CC2)c1OC (centres undefined)	3	2.6	-1	0	91	0	6	6	86
Cc1ccc(-n2nc3c(n2)/C(=N/O)CC/C3=N\O)cc1	2	-0.6	-4	0	102	3	4	9	97
Cc1ccc(C)c(NC(=S)NNC(=O)c2csc(C)c2C)c1	0	1.1	7	0	95	10	6	24	94
CCc1cccc(NC(=O)c2ccc(CNc3c(N4CCCC4)c(=O)c3=O)cc2)c1	0	-2.4	2	0	102	9	8	2	95
O=C(c1ccc2[nH]c(=O)c(=O)[nH]c2c1)N1CCN(c2ccccc2)CC1	0	0.3	3	1	98	8	11	8	97
C=CCn1c(=O)c(C(=O)Nc2cc(C)ccn2)c(O)c2ccccc21	1	0.8	-2	3	90	-4	-1	5	98
CCc1ccccc1N1CC(C(=O)N2Cc3ccccc3CC2C(N)=O)CC1=O (centres undefined)	/	/	4	3	93	/	/	5	93

Profiles, quoted from the list.
CC(C)C(=O)N1CCN(c2ccccc2NC(=S)NC(=O)c2ccco2)CC1 across the screens: Fam108B counter = -2; MEX-5 binding = -1.8; GLD-1 TGE inh = -2; GRK2 inh = 0; AGP1-GFP MLPCN = 93; MCL1-BIM inh = 5; BCLXL inh = 4; VLA-4 inh = -6; CIT2-GFP yeast = 99
Cc1ccc(OCCOc2ccc(Cl)cc2Cl)c([N+](=O)[O-])n1 across the screens: Fam108B counter = -3; MEX-5 binding = -0.5; GLD-1 TGE inh = 4; GRK2 inh = 2; AGP1-GFP MLPCN = 99; MCL1-BIM inh = -7; BCLXL inh = 2; VLA-4 inh = 27; CIT2-GFP yeast = 98
